# N-glyco inh: blocks N-linked glycosylation in D54 reporter cells; D54 ERlucT glycosylation luciferase reporter, 24 h; percent of 100 nM tunicamycin response; reporter increase, % at 12.5 µM; 360,000 compounds, 0.23% hits; AID 588692;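 active = mean luciferase reporter signal, scaled so untreated is 0 and the glycosylation-blocking control 100, at or above a set limit in every replicate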;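 note: luciferase carries N-glycosylation sites so blocking glycosylation raises the light; 0% = median of neutral control wells and 100% = median of 100 nM tunicamycin wells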
# m5-HT2A agonist: mouse HTR2A agonism via beta-arrestin recruitment; P35363; activation, % at 7.6 µM; CHO-K1 mHTR2A beta-arrestin complementation, luminescence; percent of 30 µM serotonin response; 360,000 compounds, 0.66% hits;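 active = activation above a run cutoff, the mean activation of all tested compounds plus 3 SD, cut at about 14% in these data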;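 note: 0% = plate median of compound wells and 100% = 30 µM serotonin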
# NOD2 RIPK2 PPI: NOD2-RIPK2 protein interaction inhibition. inhibition, % at 4.98 µM. CHO BLA complementation NOD2-RIPK2, CCF4 ratio. 360,000 compounds, 0.38% hits. AID 624267; in the data active = inhibition above about 21%;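 note: 0% = vehicle only and 100% = reference blocker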
# ABCB6 inh 2: blocks the human ABCB6 transporter | 360,000 compounds, 0.19% hits | K562-ABCB6 porphyrin accumulation, flow cytometry, 1 h; hits give low values | fluorescence ratio to DMSO, % at 10 µM | Q9NP58;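 active = fluorescence ratio to DMSO below 75%, the collection mean minus 3 SD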;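 note: signal is porphyrin accumulated inside mitochondria; 100% equals median channel fluorescence of DMSO control wells; lower ratio means ABCB6 inhibition with less porphyrin fluorescence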
# MC4R antag cAMP: antagonists of human melanocortin 4 receptor (MC4R); P32245; MC4R-expressing cells, MTII-stimulated cAMP, LANCE TR-FRET; inhibition, % at 6.5 µM; 360,000 compounds, 0.48% hits; AID 540295;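 active = inhibition above its plate's cutoff, the mean of tested wells on that plate plus 3 SD, cut at about 29% in these data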;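 note: 0% = Melanotan II alone and 100% = Melanotan II plus saturating MCL0020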
#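 Assay system: U2OS cells stably expressing human melanocortin 4 receptor (MC4R) / Dosing: 6.5 µM / Timing: compound 30 min, challenge 1 h, detection 1 h / Measured by: Eu-cAMP/anti-cAMP TR-FRET, emission 671 nm / Replicates: singlicate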
# SRC2 inh: inhibits human steroid receptor coactivator 2. HEK293 GAL4-SRC2 luciferase reporter, luminescence. inhibition, % at 9 µM. 370,000 compounds, 0.17% hits. AID 651957;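 active = inhibition above the mean inhibition of all tested compounds plus 3 SD, set per campaign, cut at about 52% in these data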;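 note: 0% = DMSO treated cells and 100% = cells given Gossypol at 36 µM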
# Cardio protect: myocardial damage modulation in H9c2 cells. H9c2 cardiomyocytes, H2O2 injury protection, ATPLite, 2 h. protection from H2O2 cell death, % at 20 µM. 360,000 compounds, 0.63% hits;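 active = compounds giving at least 50% protection of heart cells from peroxide-induced death in the single-dose screen, raw or plate-pattern-corrected value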;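 note: 0% = DMSO wells with peroxide and 100% = DMSO wells without peroxide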
# TLR9-MyD88 inh: inhibitors of human TLR9-MyD88 binding | CHO BLA complementation TLR9-MyD88, CCF4 FRET ratio | AID 504734 | 340,000 compounds, 0.21% hits | Q9NR96+Q99836 | inhibition, % at 4.98 µM;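 active = inhibition above the mean over all tested compounds plus 3 SD, cut at about 21% in these data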;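 note: 0% = DMSO only wells and 100% = clavulanate BLA inhibitor control wells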
# Target sequence (Q99836 whole entry, looked up): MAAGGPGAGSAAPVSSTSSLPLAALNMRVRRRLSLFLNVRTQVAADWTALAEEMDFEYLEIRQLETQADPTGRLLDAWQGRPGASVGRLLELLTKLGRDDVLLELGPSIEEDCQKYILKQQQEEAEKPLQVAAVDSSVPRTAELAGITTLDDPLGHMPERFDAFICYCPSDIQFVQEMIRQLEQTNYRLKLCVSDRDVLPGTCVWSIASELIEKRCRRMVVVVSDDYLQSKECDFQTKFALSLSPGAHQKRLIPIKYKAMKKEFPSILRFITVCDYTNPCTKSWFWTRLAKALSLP
# Target sequence (Q9NR96 whole entry, looked up): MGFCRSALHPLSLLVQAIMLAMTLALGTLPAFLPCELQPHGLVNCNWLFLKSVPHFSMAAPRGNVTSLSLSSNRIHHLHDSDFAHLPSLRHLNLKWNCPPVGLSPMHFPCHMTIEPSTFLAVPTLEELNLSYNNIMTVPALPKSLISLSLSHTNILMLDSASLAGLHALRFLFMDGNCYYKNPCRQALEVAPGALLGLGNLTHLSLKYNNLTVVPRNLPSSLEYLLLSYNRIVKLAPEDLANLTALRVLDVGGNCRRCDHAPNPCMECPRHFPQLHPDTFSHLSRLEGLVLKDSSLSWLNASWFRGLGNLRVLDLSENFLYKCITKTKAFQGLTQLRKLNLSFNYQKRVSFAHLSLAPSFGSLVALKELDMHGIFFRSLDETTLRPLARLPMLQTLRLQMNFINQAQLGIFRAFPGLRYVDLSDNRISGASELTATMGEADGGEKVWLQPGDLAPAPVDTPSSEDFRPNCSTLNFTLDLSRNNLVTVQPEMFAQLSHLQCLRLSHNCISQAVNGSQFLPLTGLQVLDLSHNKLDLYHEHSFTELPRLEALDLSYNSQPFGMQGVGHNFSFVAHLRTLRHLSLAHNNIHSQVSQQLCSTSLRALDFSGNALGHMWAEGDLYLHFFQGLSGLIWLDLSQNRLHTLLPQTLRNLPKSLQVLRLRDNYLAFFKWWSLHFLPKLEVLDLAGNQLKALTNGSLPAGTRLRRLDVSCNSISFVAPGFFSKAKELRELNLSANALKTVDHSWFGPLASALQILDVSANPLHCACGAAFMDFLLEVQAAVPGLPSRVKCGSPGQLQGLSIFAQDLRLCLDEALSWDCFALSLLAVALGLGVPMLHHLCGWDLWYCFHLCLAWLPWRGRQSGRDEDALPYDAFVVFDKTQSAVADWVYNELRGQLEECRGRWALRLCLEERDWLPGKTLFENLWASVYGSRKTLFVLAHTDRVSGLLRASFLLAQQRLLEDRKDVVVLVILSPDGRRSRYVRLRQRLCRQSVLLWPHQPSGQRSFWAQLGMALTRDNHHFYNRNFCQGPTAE
# MC4R ag barr: agonists of human melanocortin 4 receptor (MC4R) beta-arrestin. P32245. 360,000 compounds, 0.98% hits. U2OS MC4R beta-arrestin complementation, luminescence; percent of melanotan II response, DMSO zero. activation, % at 8.9 µM;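 active = activation above a per-plate cutoff, the mean activation of sample wells on that plate plus 3 SD, cut at about 8% in these data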
# ABHD5-PLIN5 inh: blocks binding of human ABHD5 to perilipin-5. inhibition, % at 4 µM. 360,000 compounds, 0.78% hits. Split G. princeps luciferase complementation, luminescence, 4 h;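 active = inhibition above the mean inhibition across every tested compound plus 3 SD, cut at about 22% in these data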;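 note: 0% = DMSO only wells and the 100% control is not disclosed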
# Starred values were filed as active, the others as inactive; . = no result given.
# Abbreviations: A = N-glyco inh; B = m5-HT2A agonist; C = NOD2 RIPK2 PPI; D = ABCB6 inh 2; E = MC4R antag cAMP; F = SRC2 inh; G = Cardio protect; H = TLR9-MyD88 inh; I = MC4R ag barr; J = ABHD5-PLIN5 inh
COc1ccc(-c2ccc(SCC(=O)NCc3ccco3)nn2)cc1
  A: 1; B: -2; C: 0; D: 98; E: -1; F: -22; G: -7; H: 3; I: -2.0; J: 5
O=C(COc1cccnc1[N+](=O)[O-])N1CCN(S(=O)(=O)c2ccc3ccccc3c2)CC1
  A: 2; B: 2; C: 1; D: 95; E: -3; F: -2; G: -2; H: -5; I: -0.8; J: -5
C=CCNC(=S)Nc1ccc(N2CCOCC2)c(S(=O)(=O)Nc2ccccc2Cl)c1
  A: -7; B: -5; C: 8; D: 100; E: 13; F: -14; G: -7; H: 5; I: 0.1; J: -4
Cc1nn(C)c(=O)c(N)c1-c1cc(-c2ccc(Cl)c(Cl)c2)n[nH]1
  A: 0; B: 5; C: -9; D: 95; E: -4; F: 2; G: -10; H: .; I: 8.1; J: -3
CC(C)(C)c1ccc(/C=C2\Oc3cc(OC(=O)N4CCOCC4)ccc3C2=O)cc1
  A: -4; B: 0; C: -4; D: 96; E: 7; F: 5; G: -10; H: 2; I: 0.2; J: 0
COC(=O)c1ccccc1NC(=O)NCc1cccnc1
  A: 1; B: 0; C: -4; D: 97; E: 0; F: 9; G: 3; H: 0; I: -1.9; J: -3
CCOC(=O)N1CCN(C(=O)COc2ccc(S(=O)(=O)Nc3ccc(OCC)cc3)cc2)CC1
  A: -3; B: 5; C: -13; D: 92; E: 2; F: 19; G: -8; H: 7; I: 0.2; J: -4
COc1ccccc1C(=O)OCc1c(-c2ccccc2)ncc2ccccc12
  A: 0; B: -3; C: -11; D: 98; E: -11; F: 9; G: -6; H: -11; I: 0.9; J: 9
COc1cccc(C(=O)Nn2c(-c3cccs3)nc3ccccc3c2=O)c1OC
  A: 0; B: -3; C: 4; D: 104; E: 8; F: 9; G: 13; H: 6; I: -0.5; J: -5
CCOC(=O)c1ccc(NC(=O)CN(C)S(=O)(=O)c2ccc(Br)s2)cc1
  A: -1; B: 1; C: -9; D: 119; E: 13; F: -28; G: -14; H: -6; I: 4.8; J: -14

# The final two entries of the section above are carried over, then new ones follow.
# Abbreviations: A = N-glyco inh; B = m5-HT2A agonist; C = NOD2 RIPK2 PPI; D = ABCB6 inh 2; E = MC4R antag cAMP; F = SRC2 inh; G = Cardio protect; H = TLR9-MyD88 inh; I = MC4R ag barr; J = ABHD5-PLIN5 inh
COc1cccc(C(=O)Nn2c(-c3cccs3)nc3ccccc3c2=O)c1OC
  A: 0; B: -3; C: 4; D: 104; E: 8; F: 9; G: 13; H: 6; I: -0.5; J: -5
CCOC(=O)c1ccc(NC(=O)CN(C)S(=O)(=O)c2ccc(Br)s2)cc1
  A: -1; B: 1; C: -9; D: 119; E: 13; F: -28; G: -14; H: -6; I: 4.8; J: -14
CC1CCN(C(c2cc3cc4c(cc3[nH]c2=O)OCO4)c2nnnn2CC2CCCO2)CC1 (configuration not stated)
  A: 5; B: 1; C: -2; D: 101; E: -2; F: .; G: 5; H: 7; I: -1.8; J: -1
O=C(CCC(=O)c1cccs1)NCc1cccc(Cl)c1
  A: 3; B: -8; C: 1; D: 97; E: 6; F: 8; G: 0; H: -1; I: -2.0; J: -9
Cc1[nH][nH]c(=O)c1C(c1c(C)[nH][nH]c1=O)c1cn(C)c2ccccc12
  A: 10; B: 0; C: -5; D: 97; E: -26; F: 0; G: -10; H: -3; I: -3.3; J: -38
CCCC[C@@H]1C=C(C(=O)O)[C@H](c2ccc(Cl)c(Cl)c2)N1S(=O)(=O)c1ccc(C)cc1
  A: 1; B: 3; C: -16; D: 99; E: 1; F: -23; G: -10; H: -12; I: -0.1; J: -2
CCc1ccc(Cn2nnc(C(=O)NCc3ccccc3OC)c2N)cc1
  A: 1; B: -4; C: -2; D: 96; E: 3; F: 6; G: -5; H: 9; I: 0.7; J: -2
COc1cc(NC(=O)NCc2ccco2)ccc1-c1ccc(NC(=O)NCc2ccco2)cc1OC
  A: 21; B: -2; C: -23; D: 101; E: 6; F: -133; G: 6; H: -5; I: -1.3; J: -2
CN(C)CCN1C(=O)C(=O)/C(=C(/O)c2ccc(S(=O)(=O)N3CCOCC3)cc2)C1c1ccc(Br)cc1 (configuration not stated)
  A: 1; B: 8; C: -3; D: 96; E: -6; F: -19; G: 2; H: -3; I: -1.6; J: 3
Cc1[nH]n(-c2ccccc2)c(=O)c1C=NC1CCCCC1
  A: 3; B: 2; C: -8; D: 92; E: -9; F: -7; G: 1; H: 7; I: -1.7; J: 1
Cc1cccc(OCc2nnc(SCC(=O)N3CCc4ccccc43)n2C)c1
  A: 0; B: 1; C: 3; D: 95; E: 3; F: -4; G: 6; H: -8; I: -1.2; J: 0
O=C(/C=C/c1ccc2c(c1)OCO2)Nc1ccc(Cl)cn1
  A: -9; B: 0; C: -1; D: 101; E: 7; F: -49; G: -8; H: 9; I: 0.2; J: -6

# Another view of part of the listing above:
# Results follow in this order: N-glyco inh | m5-HT2A agonist | NOD2 RIPK2 PPI | ABCB6 inh 2 | MC4R antag cAMP | SRC2 inh | Cardio protect | TLR9-MyD88 inh | MC4R ag barr | ABHD5-PLIN5 inh
COc1ccc(-c2ccc(SCC(=O)NCc3ccco3)nn2)cc1
    1 | -2 | 0 | 98 | -1 | -22 | -7 | 3 | -2.0 | 5
O=C(COc1cccnc1[N+](=O)[O-])N1CCN(S(=O)(=O)c2ccc3ccccc3c2)CC1
    2 | 2 | 1 | 95 | -3 | -2 | -2 | -5 | -0.8 | -5
C=CCNC(=S)Nc1ccc(N2CCOCC2)c(S(=O)(=O)Nc2ccccc2Cl)c1
    -7 | -5 | 8 | 100 | 13 | -14 | -7 | 5 | 0.1 | -4

# Following part
# Abbreviations: A = N-glyco inh; B = m5-HT2A agonist; C = NOD2 RIPK2 PPI; D = ABCB6 inh 2; E = MC4R antag cAMP; F = SRC2 inh; G = Cardio protect; H = TLR9-MyD88 inh; I = MC4R ag barr; J = ABHD5-PLIN5 inh
O=C(CS(=O)Cc1ccccc1Cl)Nc1ccccc1Cl (configuration not stated)
  A: -1; B: -2; C: -11; D: 102; E: 5; F: -30; G: 2; H: -10; I: -3.0; J: 3
CCN(CC(=O)Nc1c(F)cccc1F)C(=O)C1=COCCO1
  A: 1; B: 1; C: -4; D: 93; E: -1; F: 3; G: -2; H: -8; I: -1.2; J: 6
COc1ccc(C2=NO[C@@H]3C(=O)N(c4ccc5c(c4)OCCO5)C(=O)[C@H]23)cc1OC
  A: -2; B: 0; C: 5; D: 102; E: 9; F: -10; G: 4; H: 1; I: -0.3; J: -6
O=C(c1ccccc1)N1CCN(C(=O)c2ccc3c(c2)OCO3)CC1
  A: -2; B: 1; C: -1; D: 95; E: 14; F: 4; G: 0; H: 7; I: -1.1; J: 6
COc1ccc(CNC(=O)CCC(=O)Nc2nnc(C(C)C)s2)cc1
  A: 1; B: 2; C: -6; D: 97; E: 9; F: 7; G: 1; H: 2; I: -0.1; J: -2
Cc1nc([N+](=O)[O-])c(C(=O)OCc2ccccc2C#N)n1C
  A: -1; B: -2; C: -1; D: 106; E: -2; F: -12; G: 7; H: -2; I: -1.3; J: 2
CCCCn1c(N)c(N(CCC(C)C)C(=O)CSc2nnc3ccccn23)c(=O)[nH]c1=O
  A: 1; B: 0; C: 5; D: 116; E: 3; F: 14; G: 1; H: -9; I: -0.9; J: 3
C[C@@H]1CN([C@@H](C)CO)C(=O)c2cc(Br)cnc2O[C@H]1CN(C)Cc1cccc(C(=O)O)c1
  A: 4; B: 0; C: 0; D: 94; E: -2; F: 6; G: 0; H: 5; I: -0.6; J: 2
COc1ccc(Cl)cc1NC(=S)N1CCN(C(=O)c2ccco2)CC1
  A: -1; B: 7; C: -3; D: 103; E: 2; F: -16; G: -3; H: -4; I: -0.2; J: 2
O=C(c1ccc2c(c1)OCO2)N1CCN=C1SCc1cccnc1
  A: -1; B: -1; C: 5; D: 98; E: -1; F: -15; G: -2; H: -2; I: 1.0; J: -21
COc1ccc(/C=N/NC(=O)c2cccnc2)cc1CSc1ccccn1
  A: 17; B: -3; C: -3; D: 100; E: -8; F: -2; G: 20; H: 3; I: -3.3; J: -1
CC(OC(=O)c1ccc2ncsc2c1)C(=O)N(C)C1CCCCC1 (configuration not stated)
  A: 1; B: -1; C: -1; D: 97; E: 8; F: -4; G: -4; H: 4; I: -1.3; J: 0
CCOc1cc(C(=O)CCC(=O)OCC(=O)NC(=O)NCC(C)C)ccc1O
  A: -1; B: 7; C: 10; D: 94; E: -10; F: -5; G: -7; H: 1; I: -2.3; J: 5
CCCOc1ccc(NC(=O)CC2C(=O)Nc3ccccc3N2CC(=O)N2CCCC2)cc1 (configuration not stated)
  A: 3; B: 3; C: -6; D: 99; E: -1; F: 1; G: 8; H: 0; I: -2.1; J: 2
O=C(Nc1ccc2c(c1)N(S(=O)(=O)c1cccs1)CCC2)c1c(F)cccc1Cl
  A: -4; B: -7; C: -24; D: 99; E: 16; F: 2; G: 0; H: -1; I: -1.5; J: 10
COc1cc(OC)c2c(-c3cccc(-c4sccc4C(C)=O)c3)cc(=O)oc2c1
  A: 3; B: -1; C: 0; D: 98; E: -21; F: 17; G: -2; H: 0; I: -1.7; J: 2
O=C(COC(=O)C12CC3CC(CC(C3)C1)C2)Nc1ccc2[nH]c(=O)[nH]c2c1
  A: 0; B: -4; C: -5; D: 98; E: 16; F: .; G: 1; H: -2; I: -1.8; J: -1
COc1cc(/C(C)=N/NC(=O)c2cccc(S(=O)(=O)N3CCCC3)c2)cc(OC)c1OC
  A: 1; B: -3; C: 0; D: 101; E: 7; F: -13; G: 1; H: -6; I: -3.6; J: 2
COc1ccc(CN(CCC(C)C)S(=O)(=O)c2ccccc2Br)cc1
  A: -4; B: -3; C: -17; D: 97; E: 12; F: -10; G: -37; H: -5; I: 2.0; J: -5
Cc1ccsc1/C=N/NC(=O)C(N)=O
  A: 3; B: 2; C: 7; D: 103; E: 20; F: -26; G: -3; H: -4; I: -1.9; J: -6
O=C(NC1CCCC1)C(c1cccnc1)N(CCc1ccccc1)C(=O)c1ccco1 (configuration not stated)
  A: 1; B: -2; C: -12; D: 99; E: 7; F: 13; G: 4; H: .; I: -1.4; J: -2
CCCCCN=C(N)N/N=C/c1c[nH]c2ccc(OC)cc12
  A: -20; B: 3; C: 3; D: 89; E: 13; F: 13; G: -43; H: -4; I: 10*; J: 2
CCCCNC(=S)Nc1ccc2nc3n(c(=O)c2c1)CCCCC3
  A: 1; B: 1; C: -6; D: 89; E: -6; F: -53; G: 1; H: -6; I: -2.6; J: 1
CC(=O)Nc1ccc(NC(=O)CSc2nc3c(=O)n(C)c(=O)n(C)c3n2C)cc1
  A: 2; B: 11; C: -9; D: 97; E: -2; F: 7; G: 0; H: -8; I: -1.1; J: 6

# An excerpt; count on the stated rates, not on these rows.
